Screening data as filed in PubChem.
H9c2 protect: cardioprotection against H2O2-induced cell death, primary screen, uHTS, H9c2 cells, ATPLite luminescence | H9c2 cardiomyocytes, H2O2 injury protection, 2 h | protection from H2O2 cell death, % at 20 µM | 360,000 tested, 0.63% active | AID 588492, 2011;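 active means compounds giving at least 50% protection of heart cells from peroxide-induced death in the single-dose screen, raw or plate-pattern-corrected value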;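 further: 0% = DMSO wells with peroxide and 100% = DMSO wells without peroxide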
hiPSC survival: enhancers of single-cell hiPSC survival, primary screen, ATPlite luminescence; AID 602274, 2012; 100% = ROCK inhibitor wells, 0% = DMSO; survival enhancement, % at 20 µM; 360,000 tested, 0.044% active; in the data active means survival enhancement above about 18%;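 further: cells exposed to compounds for 16 hours before the ATP read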
Exocytosis inh: LAMP-1 surface exposure blockers, TALL-104 cells – cell-based, flow cytometry, MLPCN library, primary screen; TALL-104 LAMP-1 surface exposure; cells stimulated with thapsigargin and PMA; inhibition, % at 10 µM; 360,000 tested, 0.66% active;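 active means inhibition above about 55%, limit read from the data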
MC4R antag cAMP: MC4R antagonists of cAMP signaling, primary screen, cell-based, TR-FRET, antagonist arm of biased-ligand search; MC4R-expressing cells, MTII-stimulated cAMP, LANCE TR-FRET; AID 540295, 2011; Melanocortin receptor 4 (Homo sapiens), P32245; 360,000 tested, 0.48% active; inhibition, % at 6.5 µM;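 active means inhibition above its plate's cutoff, the mean of tested wells on that plate plus 3 SD, cut at about 29% in these data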;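 further: 0% = Melanotan II alone and 100% = Melanotan II plus saturating MCL0020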
Target sequence (P32245 whole entry, looked up): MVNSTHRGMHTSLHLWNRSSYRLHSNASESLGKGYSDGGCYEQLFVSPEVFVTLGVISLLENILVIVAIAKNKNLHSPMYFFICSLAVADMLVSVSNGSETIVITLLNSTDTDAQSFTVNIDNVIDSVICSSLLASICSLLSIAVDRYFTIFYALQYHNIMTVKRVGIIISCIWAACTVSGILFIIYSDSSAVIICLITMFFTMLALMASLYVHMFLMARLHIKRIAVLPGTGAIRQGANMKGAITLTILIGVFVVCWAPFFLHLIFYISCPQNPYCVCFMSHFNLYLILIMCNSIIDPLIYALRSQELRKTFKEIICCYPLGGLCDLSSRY
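material = U2OS cells stably expressing human melanocortin 4 receptor (MC4R) | also added = Melanotan II challenge | dosing = single nominal compound dose of 6.5 µM | detection = TR-FRET with Eu-cAMP and labeled anti-cAMP, 671 nm | replication = singlicate | timing = compound 30 min, challenge 1 h, detection 1 h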
ABCB6 inh 2: ABCB6 transporter inhibitors, primary screen, K562-ABCB6 cells, flow cytometry, MLPCN library; ATP-binding cassette sub-family B member 6 (Homo sapiens), Q9NP58; 360,000 tested, 0.19% active; AID 602162, 2011; K562-ABCB6 porphyrin accumulation, 1 h; stronger effect = lower value; fluorescence ratio to DMSO, % at 10 µM;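 active means fluorescence ratio to DMSO below 75%, the collection mean minus 3 SD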;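 further: signal is porphyrin accumulated inside mitochondria; 100% equals median channel fluorescence of DMSO control wells; lower ratio means ABCB6 inhibition with less porphyrin fluorescence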
HTR2A ag: mouse Htr2a agonists via beta-arrestin recruitment, primary screen, cell-based, luminescence. 5-hydroxytryptamine receptor 2A (Mus musculus), P35363. CHO-K1 mHTR2A beta-arrestin complementation; percent of 30 µM serotonin response. activation, % at 7.6 µM. 360,000 tested, 0.66% active. AID 624169, 2012;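 active means activation above a run cutoff, the mean activation of all tested compounds plus 3 SD, cut at about 14% in these data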;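 further: 0% = plate median of compound wells and 100% = 30 µM serotonin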
Target sequence (P35363 whole entry, looked up): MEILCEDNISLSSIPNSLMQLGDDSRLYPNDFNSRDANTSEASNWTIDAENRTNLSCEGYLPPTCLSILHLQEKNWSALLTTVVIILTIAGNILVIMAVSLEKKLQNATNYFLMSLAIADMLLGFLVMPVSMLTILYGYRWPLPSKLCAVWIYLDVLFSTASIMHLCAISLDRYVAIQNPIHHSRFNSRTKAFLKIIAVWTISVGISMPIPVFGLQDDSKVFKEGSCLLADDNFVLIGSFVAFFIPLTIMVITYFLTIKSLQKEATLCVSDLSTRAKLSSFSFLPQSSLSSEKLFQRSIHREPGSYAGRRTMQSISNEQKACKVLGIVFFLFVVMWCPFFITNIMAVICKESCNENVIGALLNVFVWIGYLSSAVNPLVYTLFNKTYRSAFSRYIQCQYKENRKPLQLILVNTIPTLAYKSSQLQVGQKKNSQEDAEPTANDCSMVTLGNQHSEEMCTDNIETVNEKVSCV
N-glyco inh: increase of ERlucT glycosylation luciferase signal, primary screen, N-linked glycosylation inhibitor project, D54 ERlucT cells, luminescence, set 2; D54 ERlucT glycosylation luciferase reporter, 24 h; percent of 100 nM tunicamycin response; reporter increase, % at 12.5 µM; 360,000 tested, 0.23% active;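 active means mean luciferase reporter signal, scaled so untreated is 0 and the glycosylation-blocking control 100, at or above a set limit in every replicate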;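 further: luciferase carries N-glycosylation sites so blocking glycosylation raises the light; 0% = median of neutral control wells and 100% = median of 100 nM tunicamycin wells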
MC4R ag barr: MC4R agonists recruiting beta-arrestin, primary screen, cell-based, luminescence, agonist arm of biased-ligand search; U2OS MC4R beta-arrestin complementation; percent of melanotan II response, DMSO zero; activation, % at 8.9 µM; 360,000 tested, 0.98% active;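 active means activation above a per-plate cutoff, the mean activation of sample wells on that plate plus 3 SD, cut at about 8% in these data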
ABHD5 PLIN5 PPI: ABHD5-PLIN5 interaction inhibitors, primary screen, cell lysate, split luciferase complementation, luminescence. Perilipin-5 (Homo sapiens) + 1-acylglycerol-3-phosphate O-acyltransferase ABHD5 (Homo …. Split G. princeps luciferase complementation, 4 h. inhibition, % at 4 µM. 360,000 tested, 0.78% active. AID 602281, 2012;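 active means inhibition above the mean inhibition across every tested compound plus 3 SD, cut at about 22% in these data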;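 further: 0% = DMSO only wells and the 100% control is not disclosed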
aDG glyco act: activators of alpha-DG glycosylation, primary screen, uHTS, Pro5-aDG cells, AlphaScreen; alpha-DG glycosylation AlphaScreen (IIH6); 0% Pro5, 100% B10-LARGE cell signal; AID 624168, 2012; activation, % at 10 µM; 360,000 tested, 0.22% active;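 active means activation of at least 8% versus controls, or a plate z-score of at least 8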;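 further: Pro5 are CHO cells carrying HIG-tagged alpha-DG that lacks glycosylation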
* = called active by the depositor.

Compound | H9c2 protect | hiPSC survival | Exocytosis inh | MC4R antag cAMP | ABCB6 inh 2 | HTR2A ag | N-glyco inh | MC4R ag barr | ABHD5 PLIN5 PPI | aDG glyco act
COc1cccc(C2C(C(=O)c3ccc(C)o3)=C(O)C(=O)N2c2cc(C)on2)c1 (stereo not drawn) | -7 | -0.2 | 3 | 10 | 97 | -2 | 2 | -1.1 | -19 | -0.3
CC(CCN1CCOCC1)c1ccccc1 (stereo not drawn) | 0 | -0.9 | -3 | 10 | 100 | 6 | 3 | 1.0 | -11 | 0.0
CC1CN(C(=O)CSc2nc(N)cc(N)n2)CC(C)O1 (stereo not drawn) | 10 | -0.3 | 0 | 0 | 95 | -3 | 0 | -0.8 | -8 | 0.0
CCOc1ccc(NC(=S)N2CCC(C(=O)c3ccc(F)cc3)CC2)cc1 | -6 | 0.9 | 0 | -1 | 100 | -11 | -1 | -0.5 | -8 | -0.1
OCCC1CN(CC(c2ccccc2)c2ccccc2)CCN1C1CCCC1 (stereo not drawn) | -1 | -0.6 | 1 | 8 | 99 | -7 | -5 | -0.2 | 3 | 0.4
O=C(C1CCCO1)N1CCN(S(=O)(=O)c2cccc3nsnc23)CC1 (stereo not drawn) | 3 | 6.8 | -3 | 6 | 100 | 6 | 0 | -0.8 | 6 | 0.0
COC(=O)c1sc(C(F)(F)F)c(-c2ccccc2)c1S(=O)(=O)N1CCOCC1 | 0 | 0.4 | -4 | 3 | 99 | 2 | 1 | 1.7 | 1 | 0.1
CC1CC(C)CN(c2cc(N(C)CCO)c([N+](=O)[O-])c3nonc23)C1 (stereo not drawn) | 7 | -0.4 | 1 | 0 | 96 | 2 | 3 | -2.0 | 6 | -1.0
N#CC(C#N)=C1NC2(CCCCC2)Cc2ccccc21 | 2 | 0.0 | -4 | -8 | 96 | 0 | -3 | -1.3 | 3 | 0.0
O=C(NC1CCS(=O)(=O)C1)c1ccccc1Cl (stereo not drawn) | 0 | -0.3 | -3 | -5 | 97 | -5 | 2 | -1.0 | -1 | 0.8

(next part)
Compound | H9c2 protect | hiPSC survival | Exocytosis inh | MC4R antag cAMP | ABCB6 inh 2 | HTR2A ag | N-glyco inh | MC4R ag barr | ABHD5 PLIN5 PPI | aDG glyco act
Cc1c(C(=O)N2CCCC2)c(S(=O)(=O)NCC(C)c2ccccc2)c(C)n1C (stereo not drawn) | -2 | 4.5 | 0 | -4 | 99 | 0 | 0 | -0.1 | 3 | -0.1
COCCNC(=O)CN(C(=O)CCC(=O)Nc1ccccn1)c1ccccc1F | 2 | 2.8 | -2 | 9 | 102 | 4 | 2 | -2.4 | -6 | -0.4
Cc1ccc(OC(=O)N(C)C[C@@H]2OCc3cn(nn3)CCCC(=O)N([C@@H](C)CO)C[C@H]2C)cc1 | -1 | -1.8 | -1 | 7 | 101 | 2 | 3 | 0.1 | 2 | 0.1
COc1ccc(CCNC(=O)C2CCCN2C(=O)Nc2ccccc2)cc1OC (stereo not drawn) | 7 | -0.6 | -22 | 0 | 90 | -3 | 4 | -1.3 | 3 | 0.0
CC[C@]1(C(=O)OC)[C@H]2C(=O)N(C)C(=O)[C@H]2[C@H]2CN=C(SCc3ccc(C)cc3)N21 | -3 | -0.4 | -4 | 0 | 99 | -2 | 0 | 0.7 | 6 | 0.3
COc1ccccc1NC(=O)c1cnc2c(-c3ccccc3)c(C)nn2c1C | 26 | -2.3 | -2 | 1 | 86 | 3 | 1 | -1.1 | -6 | 0.0
COc1ccc(NC(=O)C2CCN(C(=O)c3cccs3)CC2)c(OC)c1 | 2 | 5.0 | -1 | 4 | 86 | 3 | 2 | -1.2 | 5 | 0.0
N=C1SC(c2ccccc2)C(=O)N1c1ncc(Cc2ccccc2Cl)s1 (stereo not drawn) | 13 | 0.1 | -4 | 3 | 98 | -1 | 3 | -5.2 | -9 | 0.1
Cc1cc(-n2c(C)cc(C(=O)CSc3nnnn3-c3ccc(Cl)cc3)c2C)no1 | -8 | -0.9 | -1 | 7 | 96 | -2 | 3 | 20* | 0 | 0.2
CC1CCCN(C(=O)C2CCN(S(=O)(=O)c3cccs3)CC2)C1 (stereo not drawn) | 2 | -0.2 | 0 | 4 | 94 | 12 | 0 | 0.1 | -8 | 0.0

Records listed so far shown as hits in MC4R ag barr:
| Compound | Exocytosis inh | MC4R antag cAMP | ABCB6 inh 2 | HTR2A ag | N-glyco inh | MC4R ag barr | ABHD5 PLIN5 PPI | aDG glyco act |
| --- | --- | --- | --- | --- | --- | --- | --- | --- |
| Cc1cc(-n2c(C)cc(C(=O)CSc3nnnn3-c3ccc(Cl)cc3)c2C)no1 | -1 | 7 | 96 | -2 | 3 | 20* | 0 | 0.2 |

More records follow.
Compound | H9c2 protect | hiPSC survival | Exocytosis inh | MC4R antag cAMP | ABCB6 inh 2 | HTR2A ag | N-glyco inh | MC4R ag barr | ABHD5 PLIN5 PPI | aDG glyco act
CC1=NN(C(=O)CSCc2ccccc2)C(O)(c2ccc(Cl)cc2)C1 (stereo not drawn) | -2 | 1.0 | -13 | 12 | 100 | 2 | 0 | -2.5 | -4 | -0.1
Cc1ccc(Cn2nnc3c(=O)[nH]c(C4CCCN(S(=O)(=O)c5ccccc5F)C4)nc32)cc1 (stereo not drawn) | 8 | 0.1 | -11 | -8 | 76 | -1 | 0 | -0.8 | -4 | -0.1
Cc1cnc(C(=O)N2CCN(S(=O)(=O)c3ccc(F)c(F)c3F)CC2)cn1 | -3 | -0.6 | 1 | -5 | 96 | 6 | -2 | -0.8 | 0 | 0.1
CCNC(=O)CC1C(=O)N(c2ccc(F)cc2)C(=O)N1CCc1ccc(OC)cc1 (stereo not drawn) | 3 | -0.8 | 5 | 12 | 100 | 0 | 0 | 0.0 | -2 | 0.0
CCCOc1ccc2oc(=O)c3c(c2c1)CCCN3C(=O)CN(C)Cc1ccccc1 | -16 | -2.5 | 0 | -1 | 97 | -4 | -1 | 0.6 | -2 | 0.5
Oc1ccc2c(c1)c1c3n2CCNC3CCC1 (stereo not drawn) | -2 | -0.5 | 0 | 3 | 120 | 4 | 0 | -2.2 | 0 | -0.2
CCOc1ccc(CN(C)CC(=O)Nc2ccccc2C(=O)NC2CC2)cc1 | 2 | 1.1 | 6 | 6 | 102 | -8 | -4 | -0.6 | -2 | -0.1
COc1ccccc1NC(=O)C1CCCN(S(=O)(=O)c2cccc3nsnc23)C1 (stereo not drawn) | -1 | -0.7 | 2 | 7 | 111 | 2 | -2 | 1.1 | -1 | 0.5
COc1ccc(C(C)C)cc1S(=O)(=O)N1CCN(C)CC1 | -5 | -0.7 | -3 | 2 | 96 | 1 | 1 | -1.4 | -1 | -0.1
Cc1ccc(N(C(C)C(=O)Nc2ccccc2C(=O)N2CCOCC2)S(C)(=O)=O)cc1C (stereo not drawn) | -2 | 5.2 | -2 | -7 | 116 | 3 | 2 | -2.5 | -1 | 0.0

The listing continues:
SMILES	H9c2 protect	hiPSC survival	Exocytosis inh	MC4R antag cAMP	ABCB6 inh 2	HTR2A ag	N-glyco inh	MC4R ag barr	ABHD5 PLIN5 PPI	aDG glyco act
O=C(c1ccc(OC2CCN(CCc3ccccc3)CC2)cc1)N1CCCC(CO)C1 (stereo not drawn)	9	-0.3	-3	-1	99	-8	-3	-0.6	-4	0.0
CCc1ccccc1NC(=O)COC(=O)c1cccs1	0	-0.4	4	-5	96	-1	-1	-0.6	-5	0.2
COc1ccc(-c2cc(=O)c3ccccc3[nH]2)cc1	56*	0.8	-3	0	97	13	-2	-1.2	-6	0.0
COc1ccc(C(=O)NCC(=O)OCC(=O)NC23CC4CC(CC(C4)C2)C3)cc1	-13	-2.0	-11	13	96	-2	0	1.8	4	-0.2
CN1CCc2c(sc3c2c(=O)n(-c2ccccc2)c2nncn32)C1	6	-0.4	1	4	90	1	1	3.0	3	-0.1
Cc1cc(C(=O)OCC(=O)c2cccs2)c2ccccc2n1	1	0.5	-2	7	92	0	2	-1.2	0	0.0
COc1ccc(CCNC(=O)c2cccnc2)cc1OC	-3	1.9	-1	-1	97	2	1	0.6	-2	-0.1
CCc1ccc(NC(=O)C2C3/C=C\CCCCC32)cc1 (stereo not drawn)	1	0.8	-1	0	86	-2	1	2.7	-9	0.8
COc1ccc(CN(C)C(=O)/C=C/c2ccc(S(=O)(=O)N3CCCCCC3)cc2)cc1	-12	-1.8	-2	-4	98	3	-7	-2.0	2	0.5
CCc1cccc(CC)c1NC(=O)CSc1nc2ccc(N3C(=O)C4C(C3=O)[C@H]3C=C[C@@H]4C3)cc2s1 (stereo partly drawn)	-8	2.1	-4	8	96	1	-5	-2.0	0	0.3
Cc1[nH]c2ccc(C(=O)Nc3ccncc3)cc2c1C	-2	-0.5	-2	-2	88	-2	2	1.4	6	0.7
CCOc1ccccc1CN1CCNC(=O)C1CC(=O)N(C)CCc1cnn(C)c1 (stereo not drawn)	2	0.4	-1	11	102	-4	-1	-3.3	-5	0.1
COc1ccc2c(-c3cnc(N4CCOCC4)nc3)c(-c3ccc(S(C)(=O)=O)cc3)sc2c1	26	1.4	34	0	105	2	5	-0.8	-3	-0.2

In a second layout: results already given.
Values run as follows: H9c2 protect	hiPSC survival	Exocytosis inh	MC4R antag cAMP	ABCB6 inh 2	HTR2A ag	N-glyco inh	MC4R ag barr	ABHD5 PLIN5 PPI	aDG glyco act
CCc1ccccc1NC(=O)COC(=O)c1cccs1
  0	-0.4	4	-5	96	-1	-1	-0.6	-5	0.2
COc1ccc(-c2cc(=O)c3ccccc3[nH]2)cc1
  56*	0.8	-3	0	97	13	-2	-1.2	-6	0.0

Rows are unselected, and some 4.5% of all compounds hit somewhere here.
